# Source: PubChem BioAssay (NCI)
# Growth percent in the NCI-60 one-dose screen (48 h, 10 µM unless noted): 100 = growth as untreated, 0 = no growth, -100 = all killed.
# OVCAR-5: OVCAR-5 ovarian cancer. actives 2.9% (n = 82,000)
# TK-10: TK-10 renal cancer cells; actives 3.9% (n = 81,000)
# A498: A498 renal cancer cells. actives 5.4% (n = 76,000). AID 1794774
# OVCAR-3: OVCAR-3 ovarian cancer; AID 1794787; actives 7% (n = 79,000)
# ACHN: ACHN renal cancer | actives 4.9% (n = 81,000)
# OVCAR-8: OVCAR-8 ovarian cancer | actives 4.4% (n = 81,000)
# RXF 393: RXF 393 renal cancer cells; actives 6.9% (n = 77,000)
# CAKI-1: CAKI-1 renal cancer; actives 4.7% (n = 75,000)
# Starred values were filed as active, the others as inactive; nt = not tested or not shown; & = joins results of further samples; [ ] = another dose, or the depositor's remark. Rule for the calls: active = growth percent below 10; inactive = the rest. Some of the compounds tested; the hit share may differ from the screen's.
SMILES,OVCAR-5,TK-10,A498,OVCAR-3,ACHN,OVCAR-8,RXF 393,CAKI-1
Cc1cc(NCc2cc(Nc3ccnc4cc(Cl)ccc34)ccc2F)nc(N2CCN(c3ccccc3)CC2)n1,92.6,88.7,14.1,5.9*,69.2,58.8,47.4,72.3
Fc1ccc(-c2cnc3nonc3n2)cc1,98.0,113.1,99.6,74.5,85.2,89.1,113.0,98.6
O=C(NS(=O)(=O)c1ccc2ccccc2c1)n1ccc2cc(Br)cnc21,100.6,104.1,106.1,124.8,100.4,112.7,115.4,86.3
O=C(COc1cccc(-c2nc3sccn3c2-c2ccncn2)c1)c1ccccc1,102.2,122.6,85.8,109.1,90.5,86.2,94.2,82.7
CC1=NN(c2nc3ccccc3n3c(C)nnc23)C(=O)C1,98.6,118.1,89.2,113.8,94.7,101.7,105.1,98.6
Cc1nc2ncc(C(=O)NNC(=O)c3ccccc3)c(=O)n2[nH]1,107.1,107.7,100.6,108.1,103.7,91.8,103.2,95.4
O=C(CCc1nnc2sc(Nc3ccc(Cl)cc3)nn12)c1nc2ccccc2[nH]1,110.0,114.6,118.8,94.8,82.7,98.0,94.4,84.0
COc1cc(OC)cc(-c2ccc(-c3ccc(C(=N)N)cc3)s2)c1,-82.0*,-83.7*,-92.0*,-86.2*,-90.0*,-27.8*,-94.3*,-93.7*
COc1ccc(-n2nc(C)c3c(Nc4ccc(NC(=O)Nc5ccc(Cl)c(C(F)(F)F)c5)cc4)ncnc32)cc1,4.1*,5.3*,-3.3*,5.7*,1.1*,5.1*,-35.7*,-3.2*
CCOC(=O)c1c(-c2ccc(OC)cc2OC)c(C#N)c(=O)n(Cc2nc3ccccc3[nH]2)c1N,104.4,142.3,101.7,nt,101.4,101.3,114.5,80.8
NC(N)=NS(=O)(=O)c1ccc(N=Nc2c(N)[nH][nH]c2=O)cc1,107.0,97.8,104.9,nt,101.9,105.5,108.1,96.9
COc1ccc(NC(=O)C(C)=O)cc1,112.9,109.2,91.1,126.6,108.3,107.8,nt,101.3
NS(=O)(=O)c1ccc(NCC(=O)N=Nc2c(O)n(CC(=O)Nc3ccc(Br)cc3)c3ccccc23)cc1,114.5,126.1,140.2,110.7,95.6,74.4,112.3,96.6
CCOC(=O)/C=C/c1ccc([N+](=O)[O-])cc1,105.2&108.0,103.5,87.4&89.0,94.8&110.9,117.0&108.2,101.0&99.5,118.9,104.4&102.0
Nc1ccc2ccccc2c1-c1c(N)ccc2ccccc12,57.1,34.9,14.6,5.6*,38.8,44.0,6.2*,28.6
Nc1nc2c(s1)CN(Cc1ccccc1)CC2,101.1,100.0,100.1,105.5,99.1,101.6,117.4,82.8
Cc1ccc(S(=O)(=O)Oc2ccc(-c3ccc4sccc4c3)cc2)cc1,101.7,95.2,101.9,106.3,101.8,99.9,108.0,79.2
CCCc1cc(=O)n2c(C(=O)Nc3ccc(Cl)cc3C)c(C(=O)Nc3ccc(F)cc3)sc2n1,102.5[30 µM],82.5[30 µM],92.7[30 µM],58.6[30 µM],77.0[30 µM],16.6[30 µM],57.2[30 µM],67.5[30 µM]
CC(=O)N1c2ccccc2C=CC1C#N (stereo not drawn),113.1,119.3,116.3,108.2,91.5,94.1,114.7,93.7
CCN1C(=O)N(CC)C2C1NN=c1s/c(=C3\C(=O)N(CCc4ccccc4)c4ccccc43)c(=O)n12 (stereo not drawn),20.6,64.1,-3.2*,-16.9*,25.5,13.5,-5.9*,27.7
Cc1nc2nc(SCC(=O)Nc3cccc(F)c3)[nH]c(=O)c2nc1C,100.3,85.1,104.5,105.1,96.5,104.7,99.6,90.6
COc1cccc(CCN2C(=O)CCC3=C2CCC3=O)c1,103.8,106.6,114.1,114.4,99.8,107.7,112.2,98.0
COc1ccc(/C=C/C(=O)n2cnc3c(N)ncnc32)cc1OC,131.5,101.4,103.4,31.2,78.6,70.1,95.1,nt
CCC(C(N)=O)C(N)=O,122.2,113.0,121.1,117.8,128.4,98.0,119.1,108.0
CC1(C)NC(=O)CC[C@]2(C)[C@H]3CC=C4[C@@H]5C[C@](C)(CO)CC[C@]5(C)CC[C@@]4(C)[C@]3(C)CC[C@@H]12,99.0,101.4,107.8,111.5,106.5,101.3,114.1,99.6

# As a working copy, nine of the compounds above:
SMILES,OVCAR-5,TK-10,A498,OVCAR-3,ACHN,OVCAR-8,RXF 393,CAKI-1
CC1=NN(c2nc3ccccc3n3c(C)nnc23)C(=O)C1,98.6,118.1,89.2,113.8,94.7,101.7,105.1,98.6
Cc1nc2ncc(C(=O)NNC(=O)c3ccccc3)c(=O)n2[nH]1,107.1,107.7,100.6,108.1,103.7,91.8,103.2,95.4
O=C(CCc1nnc2sc(Nc3ccc(Cl)cc3)nn12)c1nc2ccccc2[nH]1,110.0,114.6,118.8,94.8,82.7,98.0,94.4,84.0
COc1cc(OC)cc(-c2ccc(-c3ccc(C(=N)N)cc3)s2)c1,-82.0*,-83.7*,-92.0*,-86.2*,-90.0*,-27.8*,-94.3*,-93.7*
COc1ccc(-n2nc(C)c3c(Nc4ccc(NC(=O)Nc5ccc(Cl)c(C(F)(F)F)c5)cc4)ncnc32)cc1,4.1*,5.3*,-3.3*,5.7*,1.1*,5.1*,-35.7*,-3.2*
CCOC(=O)c1c(-c2ccc(OC)cc2OC)c(C#N)c(=O)n(Cc2nc3ccccc3[nH]2)c1N,104.4,142.3,101.7,nt,101.4,101.3,114.5,80.8
NC(N)=NS(=O)(=O)c1ccc(N=Nc2c(N)[nH][nH]c2=O)cc1,107.0,97.8,104.9,nt,101.9,105.5,108.1,96.9
COc1ccc(NC(=O)C(C)=O)cc1,112.9,109.2,91.1,126.6,108.3,107.8,nt,101.3
NS(=O)(=O)c1ccc(NCC(=O)N=Nc2c(O)n(CC(=O)Nc3ccc(Br)cc3)c3ccccc23)cc1,114.5,126.1,140.2,110.7,95.6,74.4,112.3,96.6

# Later entries:
SMILES,OVCAR-5,TK-10,A498,OVCAR-3,ACHN,OVCAR-8,RXF 393,CAKI-1
Clc1ccccc1C1OC1c1ccccc1Cl (stereo not drawn),99.9,nt,88.9,104.4,104.3,104.0,107.7,113.3
N#Cc1cccc(-c2nc(N3CCOCC3)c3c4c(sc3n2)CCCC4)c1,86.3,89.1,98.0,88.6,75.5,75.5,101.1,71.9
O=C1C=CC(=O)N1c1ccccn1,97.9,113.1,95.8,119.4,97.4,110.7,126.0,104.0
O=C(O)C#Cc1ccccc1,101.3,100.6,nt,109.8,106.4,97.6,104.0,96.7
NC(=O)C(Cc1cc(I)c(O)c(I)c1)NC(=O)c1ccccc1 (stereo not drawn),103.1,125.0,77.1,111.9,100.4,97.5,99.9,91.8
O=C(/C=C1\C=CN(CCCCO)c2ccccc21)n1ccc2ccccc21,101.7,116.7,116.9,111.0,93.7,97.3,112.8,85.7
O=C1N/C(=N\c2nccs2)S/C1=C\c1ccc([N+](=O)[O-])cc1,32.8,31.9,33.8,12.7,11.3,14.3,8.4*,18.8
O=c1c(O)c(NC[C@H]2OC(O)[C@H](O)[C@@H](O)[C@@H]2O)c1=O (stereo partly drawn),103.4,100.5,86.9,118.4,103.3,100.5,103.9,102.5
CSc1ncc(-c2ccc3c(c2)COC3(CCCN(C)C)c2ccc(F)cc2)cn1 (stereo not drawn),88.9,96.3,108.2,94.7,88.9,88.7,51.5,69.3
COc1ccc(-c2nc(SCCC(C)C)nc(N/N=C\c3cccc([N+](=O)[O-])c3)c2C#N)cc1,38.4,42.5,41.2,-30.4*,15.8,39.7,28.0,22.6
CC(=O)c1nn(-c2ccc([N+](=O)[O-])cc2)/c(=N\N=C\c2coc3ccc(F)cc3c2=O)s1,108.9,167.8,108.8,106.3,96.7,102.3,112.7,85.0
CC(C)=NOC(=O)Nc1ccccc1,106.7,107.9,97.0,99.7,104.8,101.7,117.0,98.0
Nc1nc(-c2c(Cl)cccc2Cl)cc(-c2cc3cc(Br)ccc3oc2=O)n1,90.6,97.1,nt,109.3,90.4,97.2,98.7,nt
N#CC12C(=O)N=C(N)C1(C#N)C2C(=O)c1ccccc1 (stereo not drawn),101.7,114.9,102.2,98.8,106.3,99.0,109.8,98.1
COc1ccc2nc(Cl)c(-c3cc(-c4ccccc4)nc(=S)[nH]3)cc2c1,95.1,128.8,87.7,80.8,51.3,68.2,46.2,56.9
CCOC(=O)N/C(=C1/OCCN1C)[P+](c1ccccc1)(c1ccccc1)c1ccccc1,85.1,92.1,114.7,84.7,106.7,89.3,nt,102.1
CN1CCN(Cc2ccc(/C=N/Nc3ccnc4cc(Cl)ccc34)cc2)CC1,102.5,162.3,110.6,nt,90.5,80.1,74.6,77.5
O=C1C=CC(=NOC(=O)c2ccccc2)C=C1,113.7,117.2,110.5,119.7,109.1,113.1,138.6,93.1
COc1ccc(C(=O)Oc2ccc[nH]c2=O)cc1,93.5,89.6,113.4,106.4,95.9,114.2,123.4,105.9
CC1=CCC(=O)O1,105.1,117.6,99.0,115.7,105.3,105.2,100.6,103.0
COc1cc(/C=C/C(=O)c2ccc(F)cc2)ccc1OCCCCOc1cc2c(cc1OC)C(=O)N1CCCC1C=N2 (stereo not drawn),-4.7*,-16.9*,7.8*,-28.8*,-85.9*,8.8*,-71.6*,-14.2*
O=C1c2cccc3cccc(c23)C(=O)N1CCCCN1C(=O)c2ccc3c4c(ccc(c24)C1=O)C(=O)N(CCCCN1C(=O)c2cccc4cccc(c24)C1=O)C3=O,123.7,198.6,104.6,118.6,120.7,96.9,nt,136.4
CN(CCCNC(=O)Cc1ccc2ccc3cccc4ccc1c2c34)CCCNc1cc(-c2ccc3ccccc3c2)nc2ccccc12,-88.2*,-58.2*,-62.0*,-81.5*,-66.4*,-25.3*,-24.1*,-36.9*
O=C1CCc2ccccc2C1,103.7,124.8,94.7,100.2,97.4,97.9,96.8,97.3
O=C1Nc2ccc([N+](=O)[O-])cc2OC12Oc1cc([N+](=O)[O-])ccc1NC2=O,101.8,94.2,86.3,108.2,93.8,92.7,105.1,84.2
# Next structures follow.
SMILES,OVCAR-5,TK-10,A498,OVCAR-3,ACHN,OVCAR-8,RXF 393,CAKI-1
Cc1ccc(S(=O)(=O)N/N=C2/C(=O)C3CCC2C3)cc1 (stereo not drawn),96.7,93.8,101.4,113.7,97.2,102.5,104.7,101.5
CSCCC(NC=O)C(=O)O (stereo not drawn),99.7,106.1,95.6,125.0,101.7,107.3,102.0,111.5
CSCCC(N)C(=O)NNc1n[nH]c(=S)n1N (stereo not drawn),97.6,97.3,91.0,98.5,104.3,105.7,nt,98.7
CC(=O)N1N=C(c2ccc3c(c2)OCO3)CC1c1ccc(Cl)cc1 (stereo not drawn),102.0,nt,80.9,105.8,107.0,107.0,115.8,91.8
CC(C)(C)CC1OC1CSC#N (stereo not drawn),101.8,100.1,112.1,122.5,98.5,105.7,95.4,97.8
N#CSCc1ccc(CSC#N)c(Cl)c1,96.7,94.3,91.9,77.9,56.5,95.6,72.2,41.7
CCOC(=O)NC(C)(C)CN(C(=O)OCC)c1ccccc1,95.0,92.7,101.4,112.4,95.6,97.5,102.3,105.3
COc1ccc(-c2ccc(SCC(=O)Nc3nc4ccccc4[nH]3)nn2)cc1,97.8,110.7,156.9,121.1,100.6,91.0,nt,87.9
CCOc1ccccc1NC(=O)c1cc(-c2ccc(OC)c(OC)c2)n(-c2ccc(S(C)(=O)=O)cc2)n1,106.6,88.3,99.0,109.0,88.6,88.3,87.4,69.1
N#C/C(=C\c1ccc(Br)cc1)n1nnc2cc(Cl)c(Cl)cc21,46.2,59.6,nt,5.2*,41.0,22.2,-6.3*,21.9
N#CCCOC1C(OCCC#N)C(OCCC#N)C(OCCC#N)C(OCCC#N)C1OCCC#N (stereo not drawn),106.4,114.3,96.0,102.2,105.9,116.5,118.8,107.3
CN1CCC(O)CC1,110.0,110.2,105.1,112.3,103.8,114.0,nt,94.0
Cc1nn(-c2cc(=O)[nH]c3cccc(C)c23)c(N)c1C#N,94.0,147.1,nt,96.3,100.8,99.1,127.1,78.1
CCCCCCCCCCCCCc1nc(-c2cc(OC)c(OC)c(OC)c2)no1,103.4,96.1,52.3,112.8,91.4,110.4,111.0,91.0
COCOc1ccc(/C=C/C(=O)NC(Cc2ccccc2)C(O)C(=O)NCc2ccccc2)cc1OCOC (stereo not drawn),110.0,98.8,81.8,108.2,95.6,95.8,95.5,97.0
C=C(C)[C@@H]1CC=C2c3sc(-c4ccc(O)c(O)c4)nc3C[C@@H](C)[C@]2(C)C1,100.0,105.6,121.4,80.5,45.0,79.1,91.1,58.1
N#Cc1ccc(O)c(C2=NCC(c3ccc(-c4ccccc4)cc3)O2)c1 (stereo not drawn),38.7,12.4,48.6,22.7,11.6,16.6,42.2,3.1*
Cc1ccc(-c2nn[nH]n2)cc1,96.0,128.3,89.1,107.0,112.0,111.8,128.8,92.8
O=C(O)c1cc(C(=O)O)[nH]n1,98.2,108.6,93.0,112.7,105.5,109.4,124.4,107.6
Cc1ccc2c(c1)C(=O)C(c1c(-c3[nH]c(=O)c4ccc(C)cc4c3O)c(O)c3ccccc3c1O)=NC2=O,66.4,46.9,nt,-38.7*,6.6*,14.4,-10.8*,-2.7*
Nc1ccc(OCc2ccccc2)cc1,114.2,97.8,nt,117.8,101.1,103.8,95.0,95.1
COc1ccc(C(=O)NCCNc2nccc(-c3c(-c4ccc(F)cc4)nc4sccn34)n2)cc1,62.4,29.1,56.1,80.7,29.2,49.4,72.0,43.6
c1cc(-c2nnc(Nc3ccc4c(c3)OCO4)o2)[nH]n1,103.8,144.3,86.3,123.8,93.7,102.1,103.9,81.1
C#Cc1cccc(NC(=O)Nc2ccc(NC(=O)C=C)cc2)c1,99.5[8.25 µM],105.5[8.25 µM],56.4[8.25 µM],111.1[8.25 µM],99.9[8.25 µM],93.9[8.25 µM],nt,87.3[8.25 µM]
CSCc1nc2c([nH]1)c(=O)n(C)c(=O)n2C,105.0,99.6,78.9,112.5,110.0,95.2,104.3,101.3
O=P(O)(c1ccccc1)c1ccccc1I,103.3,101.7,92.6,108.4,106.2,98.2,102.4,90.1
CC(C)Sc1nc(NN)c(C#N)c(-c2ccc(F)cc2)n1,87.8,92.0,56.1,71.7,73.7,78.9,93.9,89.5
